FUS suppressor: rescues growth of FUS-expressing yeast; S. cerevisiae FUS-expressing, growth rescue, OD600, 24 h; Potency, µM (titrated, usually from 76.6 µM), without a hit: at the highest dose growth rescue (activation), actives largely listed as activators; 390,000 tested, 0.24% active; AID 1347120;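 further: plate controls were DMSO vehicle for no effect and reference control for full effect; nearly all actives have a fitted effect of over 55% in size; some results filed as inactive show a strong effect at the top dose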
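Restored growth of FUS-toxic S. cerevisiae, read as 600 nm absorbance after 24 h at 30C in galactose medium (starting OD 0.005). Controls CP55940 and DMSO.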
aSyn yeast inh: inhibitors of alpha-synuclein toxicity in yeast; Yeast expressing alpha-synuclein, growth rescue, BacTiter-Glo, 24 h; Potency, µM (doses to about 46.1 µM), inactives show top-dose growth rescue (activation), hits mostly activators; 370,000 tested, 0.14% active; AID 652106; further: % of control where 0% means no effect; nearly all actives have a fitted effect of over 65% in size
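Galactose-induced alpha-syn yeast (OD600=0.02, raffinose-pregrown) + pinned cpd, 24 hr, 30 deg C; growth by BacTiter-Glo luminescence. Growth restoration scores as activation.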
TDP-43 yeast inh: rescues yeast growth from TDP-43 toxicity; TDP-43 expressing yeast growth rescue, BacTiter-Glo, 24 h; Potency, µM (top dose mostly 46.1 µM), for the others: at the top dose growth rescue (activation), actives largely listed as activators; 410,000 tested, 1.8% active; AID 652104; further: % of control where 0% means no effect; nearly all actives have a fitted effect of over 50% in size
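Galactose-induced TDP-43 yeast, OD600=0.02, compound pinned; 24 hr, 30 deg C; BacTiter-Glo luminescence for growth. Inhibitors of TDP-43 toxicity read as activators.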
EPAC1 ag: EPAC1 (human) agonism | EPAC1 agonist qHTS, biochemical assay; response scale: 100% = response to 6.5 mM cAMP | Potency, µM (series often up to 154 µM), for inactives: at the highest dose activation, actives largely listed as activators | 360,000 tested, 0.073% active; further: nearly all actives have a fitted effect of over 60% in size
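Multi-concentration qHTS readout: loss of Rap1B-bound BODIPY-GDP fluorescence driven by 100 nM EPAC1 with excess GDP (50 uM), monitored kinetically at room temperature; agonist response expressed relative to 6.5 mM cAMP.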
EPAC2 ag: agonists of human EPAC2 (RAPGEF4). EPAC2 activation, biochemical qHTS; response scale: 100% = 6.5 mM cAMP response. Potency, µM (titrated, usually from 154 µM), for the others: top-dose activation, usual class: activators. Q8WZA2. 360,000 tested, 0.079% active. AID 720711; further: nearly all actives have a fitted effect of over 50% in size
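Readout is BODIPY fluorescence (480 nm excitation, 540 nm emission), which falls as labeled GDP is exchanged off Rap1B. EPAC2 at 100 nM acted on 250 nM RAP1B-BODIPY-GDP with 50 uM GDP present.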
EPAC1 antagonist: EPAC1 (human) antagonism. Potency, µM (doses to about 115 µM), inactives show at the top dose activity change, negative = inhibition, actives largely listed as inhibitors. O95398. EPAC1 GEF assay, Rap1b-BODIPY-GDP exchange fluorescence. 360,000 tested, 0.14% active;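 further: plate controls were vehicle for no effect and positive control for full effect; nearly all actives have a fitted effect of over 50% in size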
PTHR1 agonist: agonists of human PTHR1 parathyroid hormone receptor; Q03431; HEK293 GP2 PTHR1 cells, GloSensor cAMP luminescence, 1 h; Potency, µM (highest dose often 115 µM), without a hit: at the highest dose activation, usual class: activators; 410,000 tested, 0.075% active; AID 743266; further: nearly all actives have a fitted effect of over 55% in size; some results filed as inactive show a strong effect at the top dose; inactives centre near -15; many of its hits are not listed in these tables
Target sequence (Q03431 whole entry, looked up): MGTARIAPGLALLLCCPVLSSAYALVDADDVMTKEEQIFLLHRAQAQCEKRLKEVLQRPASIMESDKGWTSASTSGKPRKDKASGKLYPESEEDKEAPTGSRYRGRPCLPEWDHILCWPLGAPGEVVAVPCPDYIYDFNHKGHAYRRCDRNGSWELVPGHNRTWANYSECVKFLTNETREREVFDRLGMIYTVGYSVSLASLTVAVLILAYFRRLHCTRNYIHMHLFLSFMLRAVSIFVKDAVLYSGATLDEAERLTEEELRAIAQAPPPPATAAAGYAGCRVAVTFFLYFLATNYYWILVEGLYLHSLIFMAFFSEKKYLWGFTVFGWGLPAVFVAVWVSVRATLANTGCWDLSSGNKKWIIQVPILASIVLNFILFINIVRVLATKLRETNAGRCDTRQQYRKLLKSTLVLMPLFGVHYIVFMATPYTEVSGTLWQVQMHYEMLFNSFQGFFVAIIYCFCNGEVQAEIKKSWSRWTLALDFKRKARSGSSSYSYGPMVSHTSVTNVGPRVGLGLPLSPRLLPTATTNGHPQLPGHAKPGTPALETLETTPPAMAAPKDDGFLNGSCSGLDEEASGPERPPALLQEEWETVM
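HEK-293-derived GP2 cells expressing PTHR1 and a GloSensor cAMP reporter, 3,000/well, plated overnight, given luciferin plus IBMX (each 0.5 mM as added) for 1 h at 37 °C, then compound for 1 h at 37 °C. Luminescence was read after 15 min at room temperature.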
EPAC2 antagonist: blocks human EPAC2 exchange factor | Q8WZA2 | EPAC2 GEF exchange of Rap1B-BODIPY-GDP, fluorescence | Potency, µM (series often up to 114 µM), for the others: top-dose activity, negative = inhibition, most hits filed as inhibitors | 360,000 tested, 0.18% active | AID 720708; further: on the % scale 0 is the no-effect control and ±100 the full control effect; nearly all actives have a fitted effect of over 45% in size; many of its hits are not listed in these tables
An asterisk follows results filed as active; i = inactive; ? = inconclusive; . = not tested or not shown; & = joins results of further samples; [ ] = remark or other dose. The call rests on the fitted dose curve; in most records, active means well fitted curve in the direction sought with a large enough effect; inconclusive means small, poorly fitted or top-dose-only effect, or another doubt; inactive means no such curve, though single readings can be large; an effect the other way counts as inactive or inconclusive. Potency means the concentration at half of the fitted maximal effect.

SMILES | FUS suppressor | aSyn yeast inh | TDP-43 yeast inh | EPAC1 ag | EPAC2 ag | EPAC1 antagonist | PTHR1 agonist | EPAC2 antagonist
COc1cccc(C(=O)NC(C)c2ccc(Br)cc2)c1 (centres undefined) | . | -16% | -7% | 1% | 16% | -6% | -17% | -2%
Cc1c(Cc2ccccc2)sc(/N=C/c2ccc3ccccc3c2)c1C(N)=O | 32% | -9% | -11% | -2% | 2% | 5% | -14% | 13%
Cc1onc(-c2ccccc2)c1C(=O)NC(C)CCc1ccccc1 (centres undefined) | 4% | -1% | 0% | -5% | 0% | 5% | -1% | 1%
Cc1ccc(C(=O)N/N=C/c2ccc(N3CCOCC3)cc2)c(C)c1 | -14% | -1% | -14% | 1% | -3% | 15% | -15% | -5%
CCc1ccc(C(=O)C(C)OC(=O)CNS(=O)(=O)c2ccc(C)cc2)cc1 (centres undefined) | 35% | -2% | -21% | 5% | 16% | 4% | 23% | 8%
COc1ccc(NS(=O)(=O)c2ccc(OC)c(NC(=O)CCC3CCCCC3)c2)cc1 | . | -7% | 12% | -9% | -11% | -3% | -14% | 4%
O=C(O)c1ccccc1C(=O)N1N=C(c2ccccc2)CC1c1ccccc1O (centres undefined) | 14% | 0% | 22% | 5% | -1% | -4% | i | 2%
COc1ccc2cc3cc(C(=O)NCc4ccco4)oc3nc2c1 | ? | 19% | 14% | -1% | 2% | -18% | -24% | -4%
Cn1c(=O)c2ccccc2n(Cc2ccccc2Cl)c1=O | -8% | 12% | -9% | -3% | -3% | 1% | -41%[inhibitor] | 3%
Cc1cccc(Nc2nc(N)nc(CCl)n2)c1 | -32% | -5% | 23% | 3% | -1% | 16% | i | 5%
CN1CCN(c2ccc(C(CC(N)=O)NC(=O)c3ccccc3)cc2[N+](=O)[O-])CC1 (centres undefined) | -12% | 3% | 15% | -17% | -1% | -2% | i | -3%
O=c1[nH]c(SCc2cccc(Cl)c2)nc2ccccc12 | -27% | 1% | 22% | 4% | -5% | -18% | -24% | -19%
c1ccc(C(c2ccccc2)N2CCN(C(c3ccccn3)c3nnnn3C3CCCC3)CC2)cc1 (centres undefined) | -2% | -3% | 5% | 6% | 12% | 1% | i | -2%
O=C(NCCS(=O)(=O)N1CCN(Cc2ccccc2)CC1)c1ccc(F)cc1 | 15% | -3% | -20% | -1% | 8% | -8% | -15% | 0%
Cc1onc(-c2ccccc2Cl)c1C(=O)N(Cc1ccccc1)C(C)C | 11% | 10% | 12% | 4% | 7% | -10% | -14% | -10%
CC(Sc1nnc(C(C)N(C)C)n1-c1ccc(Cl)cc1)C(=O)Nc1ccc2c(c1)OCO2 (centres undefined) | 24% | 0% | 16% | 2% | 0% | 12% | i | 11%
O=C(Nc1cccc2ccccc12)C12CC3CC(C1)CC(n1cnc([N+](=O)[O-])n1)(C3)C2 | -33% | -11% | 8% | 0% | 15% | -7% | -26% | -6%
N#CC1=C(N)N(c2ccc(F)cc2)C2=C(C1c1ccc(O)cc1)S(=O)(=O)CC2 (centres undefined) | 29% | -17% | 8% | 0% | -6% | -7% | i | -4%
COc1ccc(CN2C(=O)C(CC(=O)NC3CCCC3)CC(C(=O)N(C)C)=C2C)cc1 (centres undefined) | -6% | -1% | 0% | -5% | 9% | -28% | -7% | 6%
CCOc1ccc(NC(=O)CCC(=O)N/N=C2\CCCc3ccccc32)cc1 | 3% | -14% | -18% | 10% | 10% | 4% | i | 24%
COCCN=c1scc(-c2ccc3c(c2)NC(=O)CO3)n1/N=C(\C)c1ccc(O)cc1 | ? | -5% | -21% | 9% | 26% | -18% | -27% | 5%
CC(C)C(N)c1csc(Nc2ccc(C(F)(F)F)cn2)n1 (centres undefined) | 0% | -6% | 14% | 5% | 0% | -4% | -9% | 21%
O=C(c1ccc(=O)oc1)N1CCN(c2ccc(F)cc2)CC1 | 18% | 2% | 6% | -5% | -1% | 11% | -7%[57.5 µM] | -2%
COc1ccc(CNC(=O)[C@@H]2CCCN2C(=O)[C@@H]2Cc3ccccc3CN2C(=O)OC(C)(C)C)cc1 | -3% | 4% | 11% | -8% | 1% | 2% | -24% | 1%
COc1ccc(C(C#N)c2nc3ccccc3nc2Cl)cc1 (centres undefined) | -17% | 1% | 0% | 11% | 24% | -17% | -1% | ?
COc1ccc(NC(=O)CSc2c3c(nc4cc(Cl)ccc24)CCCC3)cc1OC | . | 9% | 13% | 1% | 8% | -23% | -55%[inhibitor] | -8%
CCC(CC)n1c(C)cc(=O)n1C(CC)CC | . | -1% | 0% | -1% | 0% | -9% | i | 7%
COc1ccc(Cc2nc3ccccc3[nH]c2=O)cc1 | -5%&10% | 5% | 12%&15% | 4% | 3% | 12% | i | -2%
CC(=O)O[C@H]1C[C@@]2(C)[C@@H](C[C@@H](O)[C@H]3[C@@]4(C)CC[C@@H](O)[C@@H](C)[C@@H]4CC[C@@]32C)/C1=C(\CCC=C(C)C)C(=O)O | ? | 3%&-8% | 25%&2% | -18%&-19% | 0%&-7% | -6%&-2% | -1%&-17% | 4%&-13%
O=C1N(Cc2ccccc2)c2ccc(Cl)cc2C12OCCO2 | 0% | 2% | 0% | 15% | 12% | -8% | i | ?
COc1ccc(Cl)cc1S(=O)(=O)N1CCN(Cc2ccc3c(c2)OCO3)CC1 | 15% | 6% | 24% | 17% | 13% | -10% | i | -3%
Cc1ccc(NC(=O)Cn2c(=O)n(-c3ccccc3)c(=O)c3ccc(C(=O)NCc4ccc5c(c4)OCO5)cc32)c(C)c1 | 0% | 3% | -20% | . | . | . | -6% | .
O=C(Cn1cccc1)Nc1ccc(F)cc1F | 13% | -4% | -12% | 9% | 9% | 1% | i | 2%
Cc1nnc(SCC(=O)N2CCc3ccccc32)s1 | -4% | 2% | 3% | -3% | 5% | 0% | -8%[57.5 µM] | 8%
O=C(Nc1ccccn1)C1CCN(S(=O)(=O)c2cccs2)CC1 | -1% | -2% | -7% | 6% | 11% | 0% | -3%[57.5 µM] | -2%
O=C(NCc1ccccn1)Nc1cccc(F)c1 | 12% | 1% | 6% | 19% | 10% | -10% | i | -2%
COc1ccc(CNc2ccccc2)cc1Br | -2% | -21% | ? | 19% | 24% | -2% | -12%[57.5 µM] | -1%
CC(C)N(C(=O)COC(=O)c1ccc(Cl)s1)c1ccccc1 | -25% | 2% | 10% | 1% | 12% | -4% | -12% | -2%
Cc1ccc(C(=O)Nc2ccc(N3CCN(S(C)(=O)=O)CC3)cc2)cc1C | 29% | -18% | -35%[inhibitor] | 1% | 13% | 15% | 15% | 9%
Cc1cc(C)n(CCC(=O)N/N=C/c2ccc(Cl)c([N+](=O)[O-])c2)n1 | 4% | 1% | -11%[1.82 µM] | -2% | 6% | -5% | i | 1%
CN(C)c1cc(-c2ccc(Cl)c(Cl)c2)oc(=O)c1Cl | -4% | -1% | 11% | -5% | 7% | -4% | 0% | -7%
COc1ccc(N2CCN(c3nc4c(c(=O)n(C)c(=O)n4C)n3Cc3ccccc3)CC2)cc1 | ? | 15% | 14% | 10% | 11% | -3% | i | -10%
CCC(CC)C(=O)N1CC(=O)Nc2ccc(C)cc2C1c1ccccc1 (centres undefined) | 5% | 6% | 2% | -5% | 5% | -12% | -6% | -21%
Cc1ccc(NC(=O)C(Nc2ccccc2)c2ccccc2)cc1 (centres undefined) | 1% | 0% | 0% | 9% | 15% | -11% | i | 10%
O=c1c2ccccc2[nH]c(=S)n1CCCN1CCN(c2ccccc2F)CC1 | -45% | 1% | -1% | -15% | 5% | -15% | -12% | -6%

Compound profiles (already shown). Values in the order: FUS suppressor, aSyn yeast inh, TDP-43 yeast inh, EPAC1 ag, EPAC2 ag, EPAC1 antagonist, PTHR1 agonist, EPAC2 antagonist
CN(C)c1cc(-c2ccc(Cl)c(Cl)c2)oc(=O)c1Cl is entered as -4%, -1%, 11%, -5%, 7%, -4%, 0%, -7%
Cc1cc(C)n(CCC(=O)N/N=C/c2ccc(Cl)c([N+](=O)[O-])c2)n1 is entered as 4%, 1%, -11%[1.82 µM], -2%, 6%, -5%, i, 1%
O=c1c2ccccc2[nH]c(=S)n1CCCN1CCN(c2ccccc2F)CC1 is entered as -45%, 1%, -1%, -15%, 5%, -15%, -12%, -6%

Reprinted at random: 3 compounds from above
SMILES | FUS suppressor | aSyn yeast inh | TDP-43 yeast inh | EPAC1 ag | EPAC2 ag | EPAC1 antagonist | PTHR1 agonist | EPAC2 antagonist
O=C(NCc1ccccn1)Nc1cccc(F)c1 | 12% | 1% | 6% | 19% | 10% | -10% | i | -2%
CC(C)N(C(=O)COC(=O)c1ccc(Cl)s1)c1ccccc1 | -25% | 2% | 10% | 1% | 12% | -4% | -12% | -2%
O=C(Nc1ccccn1)C1CCN(S(=O)(=O)c2cccs2)CC1 | -1% | -2% | -7% | 6% | 11% | 0% | -3%[57.5 µM] | -2%

Next section.
SMILES | FUS suppressor | aSyn yeast inh | TDP-43 yeast inh | EPAC1 ag | EPAC2 ag | EPAC1 antagonist | PTHR1 agonist | EPAC2 antagonist
CCCCNCCOCCOc1ccc(C)cc1Br | 6% | -3% | -29% | -18% | -2% | -5% | -8% | 6%
O=[N+]([O-])c1ccc(C2=NN(CCO)C(=Nc3ccc(OC(F)(F)F)cc3)SC2)cc1 | 56% | 21% | ? | -1% | 17% | -17% | i | -15%
CC1CCCN(C(=O)C2CCN(CCCc3ccccc3)CC2)C1 (centres undefined) | 3% | -17% | -5% | -7% | 18% | 16% | -6%[57.5 µM] | 31%[activator]
O=C(NCc1ccncc1)Nc1cc(Cl)ccc1Cl | -7% | 4% | 7% | 9% | 3% | 8% | i | 6%
CS(=O)(=O)Nc1ccc(C(=O)Nc2ccc(S(=O)(=O)Nc3nccs3)cc2)cc1 | . | -5% | 13% | 10% | -5% | 4% | -21% | -11%
CCOC(=O)C1C2C=CC(CC2)N1c1ccccc1 (centres undefined) | -18% | 1% | 15% | -9% | 3% | 0% | i | 2%
Cc1ccc(C(CCN(Cc2ccccc2)C(=O)c2ccco2)c2ccco2)cc1 (centres undefined) | 39% | 23% | -18% | 0% | -2% | 50µM* | i | ?
O=C(NCc1cccnc1)C1c2ccccc2C(=O)N1C1CCCC1 (centres undefined) | -21% | 1% | 11% | -17% | 2% | 6% | -21% | 12%
O=C(NC1CCCC1)C1CCN(S(=O)(=O)c2cccc3cccnc23)CC1 | 13% | 1% | 4% | 0% | 5% | 6% | i | 1%
Cc1cccc(C)c1NC(=O)COC(=O)Cc1ccsc1 | . | 0% | 20% | 2% | 6% | 3% | i | 0%
COCC(C)NC(=O)Cn1c(SCc2ccccc2)nc2ccccc21 (centres undefined) | -4% | -1%&1% | 0% | -4% | 5% | 1% | i | 6%

An excerpt; the hit share may differ from the screen's.
